Screening data deposited in PubChem by several laboratories.
GASC-1 inh – blocks human GASC-1 demethylase activity; Q9H3R0; GST-JMJD2C(1-420) H3K9me3 demethylation, DELFIA europium; inhibition, % at 2.35 µM; 0.069% of 330,000 active;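 active = more than half of a compound's replicate wells show inhibition beyond 50%, single wells judged on their own value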;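 note: signal counts dimethyl H3K9 product captured on neutravidin plate; 0% = median of DMSO wells and 100% = 0.3 times that DMSO median; strong numbers were not always called active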
LYPLA2 inh – counter-screen for PME1 inhibitors: inhibitors of human LYPLA2; inhibition, % at 5.9 µM; O95372; 0.38% of 320,000 active; recombinant LYPLA2, FP-Rh probe fluorescence polarization; AID 2177;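 active = inhibition above the screen-wide mean plus 3 SD, limit set per campaign, cut at about 26% in these data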;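 note: 0% = LYPLA2 with DMSO and 100% = wells lacking LYPLA2 enzyme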
Target sequence (O95372 whole entry, looked up): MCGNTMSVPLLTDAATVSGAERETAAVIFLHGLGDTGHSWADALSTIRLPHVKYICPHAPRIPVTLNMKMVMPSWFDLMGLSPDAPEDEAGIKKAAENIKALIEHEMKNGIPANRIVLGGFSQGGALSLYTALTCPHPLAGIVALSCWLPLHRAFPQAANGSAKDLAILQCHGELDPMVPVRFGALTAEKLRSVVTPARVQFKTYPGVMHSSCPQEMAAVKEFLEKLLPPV
PREPL inh – inhibits the human prolyl oligopeptidase-like enzyme; inhibition, % at 5.96 µM; Q4J6C6; AID 2751; 0.68% of 320,000 active; recombinant PREPL, fluorescence polarization activity-based probe; in the data active = inhibition above about 43%;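 note: 0% = enzyme with DMSO and 100% = wells lacking enzyme; many of its hits are not listed in these tables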
PP1 inh – counter-screen for PP5 inhibitors: inhibitors of human PP1-alpha | purified PP1alpha, OMFP fluorescence | inhibition, % at 6.7 µM | 0.9% of 320,000 active | P62136 | AID 2235;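 active = inhibition above the mean inhibition of all tested compounds plus 3 SD, computed separately for each screening campaign, cut at about 15% in these data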
Target sequence (P62136 whole entry, looked up): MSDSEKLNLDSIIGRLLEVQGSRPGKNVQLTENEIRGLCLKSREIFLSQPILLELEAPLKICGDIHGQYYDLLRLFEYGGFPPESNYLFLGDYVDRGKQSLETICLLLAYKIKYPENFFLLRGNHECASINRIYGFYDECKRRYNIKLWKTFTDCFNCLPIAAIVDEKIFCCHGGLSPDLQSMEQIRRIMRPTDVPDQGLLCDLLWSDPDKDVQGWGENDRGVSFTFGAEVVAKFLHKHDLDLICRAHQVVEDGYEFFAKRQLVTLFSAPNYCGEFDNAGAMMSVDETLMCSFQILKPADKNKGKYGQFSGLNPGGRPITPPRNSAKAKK
PP5 primary – inhibitors of human protein phosphatase 5 (PP5); P53041; purified PP5c, OMFP substrate fluorescence; inhibition, % at 6.7 µM; 0.18% of 320,000 active; AID 1987;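 active = inhibition above the campaign's mean inhibition across all tested compounds plus 3 SD, cut at about 9.5% in these data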;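 note: 0% = DMSO only and 100% = 100 µM cantharidin control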
Target sequence (P53041 whole entry, looked up): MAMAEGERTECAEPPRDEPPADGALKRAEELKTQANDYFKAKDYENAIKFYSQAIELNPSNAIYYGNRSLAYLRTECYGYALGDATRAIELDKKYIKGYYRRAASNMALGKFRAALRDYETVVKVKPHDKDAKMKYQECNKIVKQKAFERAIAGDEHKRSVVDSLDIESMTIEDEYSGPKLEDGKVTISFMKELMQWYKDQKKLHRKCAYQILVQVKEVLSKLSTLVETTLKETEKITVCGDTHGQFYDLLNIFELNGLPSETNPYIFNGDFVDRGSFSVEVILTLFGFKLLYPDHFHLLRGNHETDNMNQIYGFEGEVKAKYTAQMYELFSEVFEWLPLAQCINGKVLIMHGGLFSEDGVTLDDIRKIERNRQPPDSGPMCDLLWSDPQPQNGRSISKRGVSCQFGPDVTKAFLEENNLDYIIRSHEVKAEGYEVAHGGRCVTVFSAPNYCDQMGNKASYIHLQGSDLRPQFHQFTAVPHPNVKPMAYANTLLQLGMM
TPT1 inh – C. albicans TPT1 enzyme inhibition | recombinant caTPT1, FP RNA substrate dephosphorylation | inhibition, % at 5 µM | 0.81% of 300,000 active;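 active = inhibition above the mean of all tested compounds plus 3 SD, set per screening campaign, cut at about 24% in these data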;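 note: plate controls were DMSO alone for no effect and ferristatin control at 100 nM for full effect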
CTSL1 counter – cathepsin L1 inhibition, PFM18AAP counter-screen; 0.49% of 300,000 active; recombinant F. hepatica cathepsin L1, Z-Leu-Arg-MCA fluorescence; AID 1906; inhibition, % at 5.96 µM;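 active = inhibition above the mean of all tested compounds plus 3 SD, set per screening campaign, cut at about 17% in these data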;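 note: 0% = plate median of test compound wells and 100% = 1 µM Z-Phe-Ala-diazomethylketone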
Efflux pump mplx – antifungal efflux pump inhibition, Nile Red retention; S. cerevisiae Candida pump triplex; inhibition, % at 10 µM; 0.44% of 330,000 active;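 active = plate passing quality check with inhibition over a set limit, or well fluorescence over plate mean plus 4 SD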;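 note: Nile Red retained in pooled yeast measured as flow cytometry median fluorescence; 0% = buffer negative control and 100% = Enniatin B positive control; higher means more Nile Red kept so more efflux inhibition; some compounds called inactive have numbers as strong as hits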
HCV core dimer – HCV core protein dimerization inhibition. TR-FRET GST/Flag-core106 dimerization, 1536-well. inhibition, % at 5 µM. 0.33% of 300,000 active. AID 1899;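 active = inhibition above the mean of all tested compounds plus 3 SD, set per screening campaign, cut at about 45% in these data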
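Test system: GST/Flag-tagged HCV core106 proteins; Medium: KF-containing HEPES buffer, pH 7.45, DTT, CHAPS, BSA; Times: compound-protein-antibody incubation 4 h at 22.5 °C; Detection: TR-FRET 671 and 617 nm emission; Benchmarks: wells lacking GST-core106 and wells with excess unlabelled core106.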
The depositor's hits bear a star; / = no result given; & = joins results of further samples. This is a subset; count on the stated rates, not on these rows.

SMILES	GASC-1 inh	LYPLA2 inh	PREPL inh	PP1 inh	PP5 primary	TPT1 inh	CTSL1 counter	Efflux pump mplx	HCV core dimer
O=C(NC1(c2ccccc2)CC1)C1CCC(=O)N(Cc2ccc(Cl)cc2)C1 (stereo not given)	-10	4	-5	-1	0.6	-3	0	0.1	-3
c1ccc2nc3c(nc2c1)OCC1CCCCN31 (stereo not given)	-1	-1	-12	-7	2.0	-1	1	0.8*	6
c1ccc(Nc2nc3ccccc3n3nnnc23)cc1	-1	-2	2	0	0.1	-7	0	0.0	9
Cc1ccccc1-c1nc(CS(=O)(=O)CC(=O)NCc2ccccc2)c(C)o1	43	0	-48	-3	1.8	0	1	-0.1	5
Cn1cc(S(=O)(=O)N2CCN(Cc3ccccc3)CC2)c(=O)n(C)c1=O	24	-4	-2	0	-1.8	0	-2	0.0	2
O=C(Nc1ccccc1)c1cccc(N2CCCC2=O)c1	1	-5	5	-1	0.1	2	1	0.0	36
O=C(CCSc1nnc(-c2ccncc2)o1)Nc1ccccc1Cl	1	-3	-4	1	-1.5	-6	-3	0.0	0
Cc1ccc(S(=O)(=O)Oc2ccccc2/C=C2\SC(=O)NC2=O)cc1	10	0	-19	3	-1.2	4	2	-0.1	17
CCn1c(CC(=O)Nc2ccccc2)nnc1SCc1nc2ccccc2c(=O)[nH]1	-8	1	-14	-3	1.2	-2	0	-0.1	-4
Cc1cc(OCC(=O)NCc2cccnc2)c2c(C)cc(=O)oc2c1	25	1	-3	-4	-0.3	0	0	-0.1	-6
C/C(=N\NC(=O)CN1CCCCC1)c1ccccc1O	1	4	14	-1	0.7	-3	7	-0.1	-8
CCCCCc1c(O)nc(SCCN2CCOCC2)[nH]c1=O	1	5	10	-2	1.4	-1	-1	1.4	-4
CN(Cc1ccccc1)S(=O)(=O)c1ccc(NC(=S)NC(=O)C(C)(C)C)cc1	-18	-8	18	3	0.2	-1	-4	0.3	4
Cc1csc2c(=O)n(CCO)c(=O)[nH]c12	-12	-1	-2	-3	1.9	-1	-2	0.0	1
O=c1c2c3c(sc2ncn1/N=C/c1cccnc1)CCCC3	14	-2	-15	4	-0.8	1	-1	-0.1	2
O=C(NCCc1ccccc1)C1CCCN1S(=O)(=O)c1ccc(Cl)cc1 (stereo not given)	1	-5	-18	1	1.5	-2	1	0.0	-10
Cc1ccc(OCCN(C)C(=O)C2CCC(=O)N(CC3CCCCC3)C2)cc1 (stereo not given)	-6	3	22	3	0.6	2	1	0.1	-2
COc1ccc2cc(C=O)n(C)c2c1	1	6	6	-6	-1.7	/	/	-0.1	/
CC(=O)N1CCc2c(sc(NC(=O)c3ccc4c(c3)OCCO4)c2C#N)C1	28	7	4	-3	-1.8	2	5	-0.3	-4
COc1cc(SC)ccc1C(=O)Nc1ccc(S(=O)(=O)N2CCCC2)cc1	5	2	4	0	0.3	2	-1	0.0	23
Cc1ccc(S(=O)(=O)N2CCN(C(=S)NCC3CCCO3)CC2)cc1 (stereo not given)	11	-2	-7	-1	-1.7	1	-3	0.0	1
CCNC(=O)COC(=O)/C=C/c1c(C)nn(Cc2cccc(OC)c2)c1Cl	17	2	0	-4	-2.4	1	-10	-0.1	0
CCCCN(C(=O)c1ccc2c(c1)NC(=O)CS2)c1ccccc1	-2	2	15	-1	4.3	/	/	-0.1	/
CCN(CC(=O)Nc1ccc(OC)cc1)CC(=O)Nc1ccc2c(c1)OCO2	15	-2	-4	0	2.8	/	/	-0.3	/
Nc1nnc(SC2CC(=O)N(c3ccccc3)C2=O)s1 (stereo not given)	57*	3	12	-1	1.5	-4	0	0.0	0
CC(=O)Oc1ccc(C(=O)NC(C)CCc2ccccc2)cc1 (stereo not given)	1	10	2	-3	-0.3	-3	-9	-0.1	-1
CCCOc1ccc(C(=O)Nc2cc(S(=O)(=O)N3CCOCC3)ccc2N2CCOCC2)cc1	6	2	5	6	4.1	/	/	0.0	/
Cc1ccc(-c2cc(Cc3ccncc3)c(=O)[nH]n2)cc1	-15	8	-18	5	-0.5	-2	-7	-0.1	-7
Cc1ccc(-n2nnnc2SCC(=O)N2CCCCC2)cc1	0	0	2	0	-2.4	3	2	0.0	-2
CCC(C(=O)N1CCOCC1)n1nc(C)c2sc3ccccc3c2c1=O (stereo not given)	-15	-2	-8	-4	-1.1	-1	1	0.0	-16

Copied from the list:
Result of Cc1ccc(OCCN(C)C(=O)C2CCC(=O)N(CC3CCCCC3)C2)cc1 (stereo not given) under PREPL inh: 22
Result of CCC(C(=O)N1CCOCC1)n1nc(C)c2sc3ccccc3c2c1=O (stereo not given) under PP1 inh: -4

Next results.
SMILES	GASC-1 inh	LYPLA2 inh	PREPL inh	PP1 inh	PP5 primary	TPT1 inh	CTSL1 counter	Efflux pump mplx	HCV core dimer
COC(=O)C1C(c2ccc(OC)c(OC)c2)NC(c2ccc(OC)c(OC)c2)C(C(=O)OC)S1(=O)=O (stereo not given)	3	-2	-2	-6	1.4	2	-3	-0.1	0
COc1ccc(-c2nc(NC(=O)CCNC(=O)c3ccco3)sc2C)cc1	6	10	-52	2	2.4	-7	-6	-0.1	1
CCc1nnc(NC(=O)CSc2nc3c(cc2C#N)CCCC3)s1	-1	6	-5	-2	3.5	1	-1	0.1	-10
CCS(=O)(=O)c1ccc(O)c(NC(=O)COc2ccccc2)c1	-8	11	7	0	1.6	-4	1	0.2	0
O=C(NOCc1ccccc1)c1ccc([N+](=O)[O-])cc1	3	-2	1	-3	-0.5	/	/	0.1	/
CCCc1nnc(NC(=O)CCC(=O)N2CCN(Cc3ccc(OC)c(F)c3)CC2)s1	-1	-2	6	-2	1.8	-5	14	-0.1	-7
COc1ccc(C(C(=O)NC2CCCC2)N(C(=O)c2ccco2)c2cccc(C(C)=O)c2)cc1OC (stereo not given)	-4	3	-1	3	0.3	0	2	0.0	8
CCOC(=O)/C(N=Nc1ccc2c(c1)OCO2)=C(\C)O	10	3	8	2	0.6	4	2	0.0	1
CN(C)C(=S)NC(C)(C)C	8	0	16	-3	0.9	-3	-2	-0.1	-8
Cc1nc2ccc(NC(=O)c3ccc(S(=O)(=O)N4CCOCC4)cc3)cc2s1	-1	2	18	-1	0.7	2	6	0.1	8
O=C(CN1C(=O)C2CC=CCC2C1=O)Nc1nnc(C2CC2)s1 (stereo not given)	-3	7	1	0	-0.3	/	/	-0.3	/
COc1ccc(-n2c(=O)cc(N3CCN(c4ccccc4)CC3)[nH]c2=O)cc1	-19	3	19	-6	2.5	1	-14	5.1	3
O=C(C1CCN(Cc2ccccc2O)CC1)N1CCN(Cc2ccc3c(c2)OCO3)CC1	21	1	7	1	1.8	-2	1	0.1	1
CCn1ncc(CN2CCCC(C(=O)Nc3cccc(-c4cc5ccccc5[nH]4)c3)C2)c1C (stereo not given)	-4	-9	23	-3	2.0	3	1	0.1	-16
Cc1cc2cc(C(c3nnnn3Cc3ccco3)N3CCc4ccccc4C3)c(=O)[nH]c2cc1C (stereo not given)	-6&-7	-6	-44	15*	2.8	10	-5	0.1	25
CN1c2ccsc2C(O)=C(C(=O)Nc2ccccc2)S1(=O)=O	6	1	-5	0	-0.8	-3	3	-0.1	2
COC(=O)C1=C(C)n2nnnc2NC1c1cc2ccccc2o1 (stereo not given)	-2	0	-46	-5	1.5	-3	0	-0.1	3
O=C1CN(CC(=O)Nc2ccc(Cl)cc2)CCN1	-3	6	1	-1	-0.7	-4	-1	0.0	-3
COC(CNS(=O)(=O)c1ccc(S(=O)(=O)N2CCCC2)cc1)OC	14	-4	1	4	-0.5	0	-7	0.2	8
CN(CC(=O)N1CCCC1)S(=O)(=O)c1ccc(Cl)cc1	2	-1	2	5	0.0	1	-3	0.0	0
CSCCC(NC(=O)c1ccccc1)C(=O)Nc1ccncc1 (stereo not given)	-2	6	15	-2	3.3	/	/	-0.1	/
COc1ccc(C(CC(=O)N2CCCCC2)c2c(O)cc(OC)cc2OC)cc1 (stereo not given)	0	3	-4	-1	1.3	-1	-2	/	-1
O=C(NCCN1CCOCC1)c1ccccc1N1C(=O)[C@@H]2Cc3c([nH]c4ccccc34)C(c3ccc(F)cc3)N2C1=O (stereo not given in full)	2	-2	2	2	0.8	-2	5	0.0	2
CC1=C(C(N)=O)C(c2ccco2)C(C(N)=O)=C(C)N1	-22	6	2	0	1.3	-6	0	-0.1	-4
COc1ccc(-c2noc(CN(C(=O)c3ccc(OC(C)=O)cc3)C(C)C)n2)cc1OC	-3	-8	10	-6	2.5	2	-15	0.2	2
CCOC(=O)c1ccc(Oc2nc(NC)nc(SC)n2)cc1	-3	-11	0	-4	-0.3	-1	-1	0.4	3
Cc1ccc(/C=N/N2CCCCC2)o1	-6	-2	-6	1	-3.0	3	0	0.0	2
NS(=O)(=O)c1ccc(CCNC(=O)c2cc(-c3ccc(Br)cc3)nc3ccccc23)cc1	-4	-28	-5	-7	4.0	4	-3	0.2	-1
O=C(NCC(F)(F)F)N1CCOCC1	3	6	1	3	1.3	-1	0	-0.1	-7
CC/C(=N\NC(=O)c1ccc(Br)cc1)c1ccccc1	-4	1	1	-1	1.0	-1	1	0.1	7

2 of the compounds above, with values under each structure.
Below each compound: GASC-1 inh	LYPLA2 inh	PREPL inh	PP1 inh	PP5 primary	TPT1 inh	CTSL1 counter	Efflux pump mplx	HCV core dimer
CCOC(=O)c1ccc(Oc2nc(NC)nc(SC)n2)cc1
 : -3	-11	0	-4	-0.3	-1	-1	0.4	3
Cc1ccc(/C=N/N2CCCCC2)o1
 : -6	-2	-6	1	-3.0	3	0	0.0	2

(more compounds)
SMILES	GASC-1 inh	LYPLA2 inh	PREPL inh	PP1 inh	PP5 primary	TPT1 inh	CTSL1 counter	Efflux pump mplx	HCV core dimer
FC(F)(F)c1nc2ccccc2c2nc3ccccc3n12	-7	-3	6	-4	1.0	1	-2	0.6	-9
COc1cc(C2C(C(=O)c3cccs3)=C(O)C(=O)N2CCN2CCOCC2)ccc1OCCC(C)C (stereo not given)	1	8	1	6	-0.4	0	4	-0.1	2
O=C(COC(=O)/C=C/c1cccs1)Nc1cccc(S(=O)(=O)N2CCCC2)c1	-17	11	0	-1	1.6	2	-7	-0.1	11
OCCOCCn1c(C(CO)Nc2nc(-c3ccccc3Br)cs2)nc2ccccc21 (stereo not given)	2	-2	14	-2	1.7	-3	21*	-0.2	-7
CC1(C)CC(C#N)(N2CCOCC2)CCO1 (stereo not given)	-4	-4	7	2	-1.8	-1	4	0.1	1
CCCCN(C(=O)Cc1ccc(S(=O)(=O)N2CCOCC2)s1)c1ccccc1	-8	0	0	-4	5.6	-1	1	0.2	0
O=C(CSc1ccc(-c2ccco2)nn1)N1CCCCC1	-8	-1	14	-3	-1.4	2	8	0.1	-3
CN(C)c1nc(N)nc(CSc2nc3cc(Cl)ccc3o2)n1	-16	-7	9	6	2.9	6	4	0.2	6
CCO[C@@H]1OC(C(=O)N2CCN(Cc3ccccc3)CC2)=C[C@H](c2csc3ccccc23)[C@H]1CCCO	-46	2	18	2	5.0	-2	7	0.6	-1
CCN1CCN(Cc2c(C(=O)N/N=C(\C)c3ccc(Cl)cc3)nnn2-c2nonc2N)CC1	-12	-6	10	2	1.2	0	-2	-0.1	5
CCCNC(C)C(=O)Nc1ccccc1C (stereo not given)	3	-3	5	1	-0.1	-1	3	0.0	-1
CCN1CCCC1CNC1=NCCCCC1 (stereo not given)	-2	-1	-5	2	1.2	-8	3	-0.1	-2
Cc1ccc2nc(SCC(=O)Nc3cc(C(C)(C)C)nn3-c3ccccc3)[nH]c2c1	-2	-1	9	-2	7.2	2	1	0.2	-9
Cc1ccc(-c2c(C(=O)NNC(=S)NCC3CCCO3)csc2C)cc1 (stereo not given)	-2	-2	13	-4	0.8	-1	4	0.1	1
